KCNH2 WT inh = qHTS for Inhibitors of KCHN2 3.1: Wildtype qHTS. Voltage-gated inwardly rectifying potassium channel KCNH2 (Homo sapiens), Q12809. U2OS, BacMam KCNH2, thallium flux FluxOr; stronger effect = lower value. activity change, % at 1.84 µM. 340,000 tested, 0.37% active;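 active means maximum activity change below -70%; inconclusive means maximum activity change between -70% and -50%; inactive means maximum activity change above -50%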; further: on the % scale 0 is the no-effect control and ±100 the full control effect
Target sequence (Q12809 whole entry, looked up): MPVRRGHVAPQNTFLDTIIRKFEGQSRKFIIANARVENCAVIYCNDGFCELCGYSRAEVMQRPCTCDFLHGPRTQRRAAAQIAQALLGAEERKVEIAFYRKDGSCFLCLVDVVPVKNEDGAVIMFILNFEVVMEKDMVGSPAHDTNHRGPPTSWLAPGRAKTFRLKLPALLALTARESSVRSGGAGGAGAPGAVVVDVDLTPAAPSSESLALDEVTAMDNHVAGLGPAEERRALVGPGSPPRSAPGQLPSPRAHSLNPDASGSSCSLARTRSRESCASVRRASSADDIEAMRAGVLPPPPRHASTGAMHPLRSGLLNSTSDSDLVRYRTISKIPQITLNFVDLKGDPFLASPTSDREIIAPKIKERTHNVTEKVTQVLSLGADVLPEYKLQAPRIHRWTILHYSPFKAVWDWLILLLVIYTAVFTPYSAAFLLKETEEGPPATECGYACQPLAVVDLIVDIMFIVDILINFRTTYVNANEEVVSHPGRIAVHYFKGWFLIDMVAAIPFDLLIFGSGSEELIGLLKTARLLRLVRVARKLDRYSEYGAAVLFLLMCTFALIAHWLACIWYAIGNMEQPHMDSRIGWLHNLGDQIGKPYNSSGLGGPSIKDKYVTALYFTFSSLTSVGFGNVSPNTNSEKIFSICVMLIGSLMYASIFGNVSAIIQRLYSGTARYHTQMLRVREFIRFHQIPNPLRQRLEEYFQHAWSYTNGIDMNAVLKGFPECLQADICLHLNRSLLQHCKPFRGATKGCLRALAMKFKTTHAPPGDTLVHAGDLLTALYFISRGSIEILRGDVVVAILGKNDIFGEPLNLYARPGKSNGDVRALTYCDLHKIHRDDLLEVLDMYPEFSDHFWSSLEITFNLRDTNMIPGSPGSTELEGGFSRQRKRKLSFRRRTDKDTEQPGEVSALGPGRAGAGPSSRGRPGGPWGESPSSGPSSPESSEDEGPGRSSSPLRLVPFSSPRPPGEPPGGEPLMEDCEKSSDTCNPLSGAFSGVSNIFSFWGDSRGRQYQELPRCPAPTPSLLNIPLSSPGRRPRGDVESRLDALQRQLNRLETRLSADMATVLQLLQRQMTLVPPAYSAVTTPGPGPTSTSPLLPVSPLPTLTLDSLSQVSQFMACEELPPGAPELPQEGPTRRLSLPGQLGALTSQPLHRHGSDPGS
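U2OS cells were transduced with wild-type KCNH2 virus (2.03 x 10^8 / mL) for 4 h at room temperature, then cultured overnight at 37 C. Thallium flux was read with FluxOr dye. Rate constants were normalized to DMSO controls.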
ELG1 DNA repair = qHTS screen for small molecules that inhibit ELG1-dependent DNA repair in human embryonic kidney (HEK293T) cells expressing luciferase-tagged ELG1; HEK293T ELG1-luciferase reporter, luminescence, 16 h; DNA damage induced by 5-fluorouridine; Potency, µM (doses to about 46.1 µM), for inactives: top-dose activity change, negative = inhibition, actives largely listed as inhibitors; 330,000 tested, 2.3% active; AID 504467, 2011; further: potency means the concentration at half of the fitted maximal effect; on the % scale 0 is the no-effect control and ±100 the full control effect; nearly all actives have a fitted effect of over 55% in size
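Luminescence from the luciferase reporter, measured 30 min after ONE-Glo reagent at room temperature, was the read-out. Beforehand, 2,000 cells per well were exposed for 16 hr at 37 °C to 5-fluorouridine together with compound or vehicle.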
Eya2 inh = qHTS Assay for Inhibitors of the Phosphatase Activity of Eya2; Protein phosphatase EYA2 (Homo sapiens), O00167; recombinant Eya2, OMFP fluorescence dephosphorylation (OMFP is methylfluorescein phosphate); Potency, µM (highest dose often 76.9 µM), inactives show top-dose activity, negative = inhibition, usual class: inhibitors; 330,000 tested, 0.006% active; AID 488837, 2010; further: potency means the concentration at half of the fitted maximal effect; on the % scale 0 is the no-effect control and ±100 the full control effect
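Eya2 protein (added as 0.2 uM solution) was preincubated with compound for 10 min at ambient temperature in 50 mM HEPES pH 7.5, 50 mM NaCl, 5 uM MgCl2, 0.05% BSA, 1 mM DTT. OMFP (added at 50 uM) then reacted 10 min; fluorescence read at 485/525 nm.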
TSHR antagonist = Antagonists of the Thyroid Stimulating Hormone Receptor: HTS campaign | 330,000 tested, 0.2% active | activity change, negative = inhibition, % at 11.5 µM | TSHR-expressing cells, TSH-stimulated cAMP HTRF, 2 h; stronger effect = lower value | Thyrotropin receptor (Homo sapiens), P16473 | AID 504810, 2011;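 active means activity change below a set negative limit, meaning inhibition stronger than a set level, cut at about -70% in these data; inconclusive means activity change between two set negative limits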; further: on the % scale 0 is the no-effect control and ±100 the full control effect
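TSHR-expressing cells, 200/well, pre-treated with compound, then stimulated with EC80 TSH (4nM final) for 2 hours at 37 deg C. cAMP measured by competitive HTRF: anti-cAMP cryptate antibody in lysis buffer plus cAMP-d2, read after 30 minutes at room temperature.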
USP2a block = qHTS Assay for Inhibitors of Ubiquitin-specific Protease USP2a Using CHOP2 as the Reporter. Ubiquitin carboxyl-terminal hydrolase 2 (Homo sapiens), O75604. USP2 core, Ub-CHOP2 coupled fluorogenic reporter, 485/531. Potency, µM (highest dose often 38.3 µM), for inactives: top-dose activity change, negative = inhibition, usual class: inhibitors. 330,000 tested, 0.01% active. AID 463254, 2010;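 further: potency means the concentration at half of the fitted maximal effect; plate controls were DMSO wells for no effect and full inhibition by NEM control for full effect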
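Deubiquitinase activity read as fluorescence (485/531 nm) after Ub-CHOP2 cleavage activates the enterokinase reporter on its substrate; USP2 core 10nM, Ub-CHOP2 and substrate 25nM each, 30min compound preincubation then 60min RT; data normalized to NEM, curves fitted.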
TRPV1 agonist = HTS Assay for Compounds that Act as Agonists of the Vanilloid Receptor 1; activation, % at 8.33 µM; 320,000 tested, 0.19% active; TRPV1-expressing cells, Fluo-8 calcium influx, agonist mode; Transient receptor potential cation channel subfamily V member 1 (Homo sapiens), Q8NER1; in the data active means activation above about 80%; inconclusive means between about 30% and that limit; further: 0% is about no effect
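Cells expressing TRPV1 were dye-loaded with Fluo-8 and read kinetically: 10 s baseline, 3 min after compound (agonist portion), then 2 min after EC20 capsaicin (allosteric enhancer portion). Calcium-bound dye fluorescence at 480/520 nm.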
Mito fusion act = qHTS Assay for Small Molecule Inhibitors of Mitochondrial Division or Activators of Mitochondrial Fusion; S. cerevisiae fusion-defective mutant growth rescue, CellTiterGlo 48 h; Potency, µM (series often up to 46.1 µM), inactives show at the highest dose growth rescue (activation), hits mostly activators; 320,000 tested, 0.23% active;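 further: potency means the concentration at half of the fitted maximal effect; % of control where 0% means no effect; nearly all actives have a fitted effect of over 45% in size; temperature-sensitive fusion mutants such as fzo1-1 at 37 °C on non-fermentable ethanol glycerol medium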
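Growth-rescue viability read-out: after 48 h at the non-permissive 37C in glycerol/ethanol YPEG, yeast mitochondrial fusion mutants are measured by CellTiterGlo luminescence; compounds (23 nl pinned per well) restoring growth score as division inhibitors or fusion activators.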
AT treatment = qHTS Assay for Identifying a Potential Treatment of Ataxia-Telangiectasia; 320,000 tested, 0.19% active; Potency, µM (titrated, usually from 57.5 µM), inactives show top-dose activation, hits mostly activators; […] A-T fibroblasts, KAP-1 phosphorylation AlphaLISA; neocarzinostatin DNA damage 30 min before lysis; further: potency means the concentration at half of the fitted maximal effect; % of control where 0% means no effect; nearly all actives have a fitted effect of over 45% in size
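hTERT-immortalized A-T patient fibroblasts ([…]), 500 cells/well in OPTI-MEM, 1% FBS, got compounds for 60 min, then NCS for 30 min at 37C. Lysates were then assayed for phospho-KAP-1 by AlphaLISA (anti-pKAP1 donor, anti-KAP1 acceptor beads), 6 hr at 25C.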
TCR activator = Activators of T cell receptors: qHTS campaign; 330,000 tested, under 10 active; Potency, µM (doses to about 9.22 µM), inactives show top-dose activation of IL-2 secretion, most hits filed as activators; primary human leukocytes, anti-CD3, IL-2 HTRF, 48 h; further: % of control where 0% means no effect
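Primary human leukocytes incubated 48 hr with anti-CD3 beads plus compound, without co-stimulation. Secreted IL-2 measured by HTRF (europium cryptate/d2 anti-IL-2 pair, 320 nm excitation, 665 nm emission).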
KCNH2 3.1 block = qHTS for Inhibitors of KCHN2 3.1: Mutant qHTS | Potassium voltage-gated channel subfamily H member 2, brain isoform KCNH2 3.1 (human) | U2OS KCNH2 3.1, thallium flux FluxOr; stronger effect = lower value | activity change, % (tested at about 1.8 µM) | 340,000 tested, 0.95% active;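 active means maximum activity change below -70%; inconclusive means maximum activity change from -70% to -50%; inactive means maximum activity change above -50%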;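 further: thallium influx rate constant from kinetic fluorescence after stimulation buffer; on the % scale 0 is the no-effect control and ±100 the full control effect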
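Virally transduced U2OS (3.1 isoform, 4 h infection in dark at RT) → overnight 37 C → FluxOr + Red40 in HBSS/HEPES, 45 min → stimulation buffer, 2 min kinetic read → rate constant vs DMSO controls.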
An asterisk follows results filed as active; ? = inconclusive; . = not tested or not shown; [ ] = dose if it differs, or a comment. Unless noted, the call rests on the fitted dose curve; in most records, active means well fitted curve in the direction sought with a large enough effect; inconclusive means small, poorly fitted or top-dose-only effect, or another doubt; inactive means no such curve, though single readings can be large; an effect the other way counts as inactive or inconclusive. The list is partial, so the mix of outcomes need not match the whole.

SMILES,TSHR antagonist,AT treatment,Eya2 inh,Mito fusion act,ELG1 DNA repair,TCR activator,TRPV1 agonist,KCNH2 WT inh,USP2a block,KCNH2 3.1 block
O=C(CN(c1ccc(F)cc1)S(=O)(=O)c1ccccc1)NC1CCCCCC1,-2,14%,-8%,0%,?,0%,15,5,1%,-14
Cc1cccc(NC(=O)CNC(=O)c2ccco2)n1,2,6%,7%,-7%,-18%,3%,1,-14,-1%,5
COc1nc(Oc2ccc(=O)[nH]n2)nc(N2CCOCC2)n1,6,5%,1%,-6%,6%,4%,1,-1,3%,14
Cc1ccc(/C=C2\Sc3ccccc3C2=O)s1,-5,-2%,-12%,-4%,?,2%,13,3,0%,3
CCOc1ccc(N(CC(=O)NCCSCc2ccccc2)S(C)(=O)=O)cc1,12,-1%,13%,9%,9%,.,-2,-36,6%,7
COc1cc(/C=C/C(=O)OCC(=O)NCc2ccco2)cc(OC)c1OC,2,-3%,7%,-5%,3%,-2%[46.1 µM],2,5,-1%,.
COc1ccc(N2CCN(C(=O)Cc3ncc(C(F)(F)F)cc3Cl)CC2)cc1,-6,1%,2%,3%,?,0%,13,0,0%,-9
CCN(CC)c1ccc(/C=N/NC(=O)c2ccc3nc[nH]c3c2)cc1,-9,-12%,5%,4%,?,8%,.,-4,1%,-1
CCCOc1ccccc1C1CC(=O)NC2=C1C(=O)CCC2 (centres undefined),22,7%,-3%,1%,-11%,4%,1,-13,-1%,13
CCCCCCSc1ccc([C@H]2N[C@@](Cc3ccccc3)(C(=O)OC)[C@H]3C(=O)N(CC)C(=O)[C@@H]23)cc1,14,2%,23%,12%,-3%,-7%,2,-23,-1%,5
CN1C(=O)CSC1=Nc1cccc(C(=O)O)c1,3,4%,4%,1%,-4%,.,3,3,1%,29
Cc1ccc(NC(=O)C(C)Sc2nnc3ccccn23)cc1 (centres undefined),.,-1%,-25%,.,?,.,.,7,4%,-1
Cc1cc(=O)n2nc(N3CCCC(C(=O)NCc4ccccc4)C3)sc2n1 (centres undefined),6,-4%,-4%,-13%,22%,1%,-2,2,-1%,-13
CCOCCCNC(=O)/C(C#N)=C/c1cc(C)c(O)c(C)c1,-9,-3%,-4%,0%,13%,-3%,-2,-4,0%,8
O=C(Nc1ccc(Cl)cn1)c1ccc2nccnc2c1,-9,5%,-6%,-1%,?,-2%,24,-4,0%,-16
O=S(=O)(Nc1ncccn1)c1ccc(Nc2ncnc3ccccc23)cc1,-4,3%,-11%,-4%,18%,3%,0,2,1%,6
Cc1ccccc1C(=O)NCC(=O)OC(C)C(=O)Nc1ccnn1C(C)C (centres undefined),13,20%,-13%,1%,19%,-2%,-5,0,1%,-12
S=C(NCCc1ccc(Cl)cc1)NC1CCCCC1,-2,-2%,-24%,0%,?,.,?,-33,0%,10
CC(=O)Nc1ccc(Nc2ccc(N3C(=O)CCCC3=O)cc2[N+](=O)[O-])cc1,25,-9%,-17%,7%,0%,6%[46.1 µM],-1,-1,-3%,2
COc1ccc(CC(=O)N2CCN(S(=O)(=O)c3cc(Cl)ccc3Cl)CC2)cc1,-26,-1%,-5%,9%,-8%,2%,4,4,2%,-27
CC(C)(C)NCc1cc(Cl)ccc1OCc1cccs1,16,-1%,-9%,-7%,-6%,-4%[46.1 µM],11,3,1%,-9
CN(c1ccccc1)C(c1ccc(F)cc1)c1nnnn1CC1CCCO1 (centres undefined),2,-3%,11%,0%,1%,-5%,4,3,0%,-6
COc1ccc(NS(=O)(=O)c2ccc(C)c(NC(=O)C3CCCO3)c2)cc1 (centres undefined),17,8%,-16%,-1%,-3%,-8%,3,10,-1%,-9
Cc1ccc(S(=O)(=O)N2CCN(C(=O)C3=COCCO3)CC2)cc1C,3,-7%,-12%,-3%,?,-9%,10,13,4%,3
O=C(c1cccc(S(=O)(=O)N2CCCCCC2)c1)N1CCN(c2ccccc2F)CC1,-2,3%,3%,4%,?,1%,20,14,-1%,-16
COc1ccc(NC(=S)N2CCC(C(=O)c3ccc(OC)cc3)CC2)cc1,-3,15%,9%,-10%,23µM*,.,1,4,-1%,2
NC(=O)c1cccc(C[C@H](C(=O)O)N2C(=O)c3ccc(C(=O)O)cc3C2=O)c1,1,3%,4%,0%,.,.,.,.,3%,.
COc1ccc(Cl)cc1-n1c(C)cc(C(=O)OCC(=O)N2CC(=O)Nc3ccccc32)c1C,-3,2%,2%,?,-25%,-1%[46.1 µM],2,16,-6%,-29
CC(=O)Cc1nsc(NC(=O)c2ccc(Br)o2)n1,8,-3%,-10%,6%,?,1%[46.1 µM],-3,38,4%,4
CC1=C(C(=O)Nc2cc(-c3cccc(F)c3)[nH]n2)C2(CCCCC2)OC1=O,-4,-3%,-25%,3%,-3%,2%,0,0,-1%,2
Cc1ccc(NC(=S)N(Cc2cccc(Br)c2)CC2CCC(C(=O)O)CC2)cc1Cl (centres undefined),-12,2%,-14%,7%,-5%,3%,3,-10,-1%,-1
O=S(=O)(Cc1cc(NCc2ccccc2)nc(-c2ccncc2)n1)c1ccccc1,11,9%,-4%,0%,?,-2%,-4,-4,1%,0
CCOC(=O)c1c(C)[nH]c(C(=O)OCC(=O)c2ccc(OC)cc2OC)c1C,-5,0%,-30%,-4%,3%,1%,-2,-3,1%,12
O=C(COC(=O)c1ccc(O)cc1O)NNC(=O)c1cccs1,-4,-1%,3%,-5%,?,-2%,-2,1,-1%,16
O=[N+]([O-])c1ccc(-n2cccc2/C=N/Nc2nc(N3CCCCC3)nc(N3CCCCC3)n2)cc1,-7,7%,3%,-4%,12%,.,-6,.,5%,.
C[C@@]12C(=O)Nc3ccccc3C(=O)N1[C@H]1c3cc(Br)ccc3OC[C@@H]1[C@@H]2c1ccccc1,-20,15%,9%,?,?,-4%,12,3,-1%,-33
CC(=O)NNc1nc(-c2ccccc2)c2cc(Br)ccc2n1,-25,-5%,3%,-3%,19%,.,10,0,0%,-4
Cc1cc(C)nc(NS(=O)(=O)c2ccc(Br)cc2)n1,13,-2%,4%,-10%,4%,5%,-2,-12,3%,-3
Cc1ccc(NC(=S)N(CCN2CCOCC2)Cc2ccccc2F)cc1,-6,3%,-3%,2%,2%,-2%,13,7,3%,10
CCOC(=O)c1nn(-c2ccc(F)cc2)c(=O)cc1OCC(=O)Nc1ccc(F)c(F)c1,27,-3%,10%,0%,17%,11%,0,0,-1%,3
O=C(NCc1ccc(Cl)cc1)c1cc2ccccc2oc1=O,27,14%,-3%,5%,?,-6%,-2,2,2%,3
CC(=O)NC(Cc1cc(C)ccc1C)C(=O)N1CCN(C(=O)c2ccccc2Br)CC1 (centres undefined),1,2%[11.5 µM],2%,-5%,-2%,12%,-1,8,-1%,11
COc1ccccc1CNc1ccc2nnc(CCNC(=O)c3ccccc3)n2n1,1,6%,2%,0%,?,-5%,-2,3,2%,-1
Cc1ccc(C)c(NC(=O)COC(=O)COc2cccc3c2OC(C)(C)C3)c1,8,7%,-4%,-5%,11%,5%,0,1,1%,-3

From PubChem
